SIAH1 antagonists – Siah-1 peptide-binding antagonists, primary screen, biochemical, fluorescence polarization, rhodamine-plectin, uHTS (AID 1817); Siah-1 / rhodamine-plectin peptide fluorescence polarization; higher % means a stronger effect; displacement, % at 20 µM; hits with a dose series show IC50 in µM; 290,000 compounds, 0.02% hits;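 active = displacement of at least 50% at 20 µM, with a fluorescence ratio check between 0.3 and a set limit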;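 also: plate controls were Siah plus tracer with DMSO for no effect and tracer alone without Siah for full effect; strong numbers were not always called active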
West Nile antiviral – West Nile virus antiviral activity, cell-based, CPE readout (AID 1621); West Nile virus-infected cells, CPE inhibition; higher % means a stronger effect; CPE inhibition, % at 10 µM; hits with a dose series show IC50 in µM; 290,000 compounds, 0.02% hits; in the data active = a potency from the dose series; inconclusive = CPE inhibition mostly from about 3.7% at the one dose, without a potency; inactive = the rest, 99 in 100 with CPE inhibition below about 2.2%; also: strong numbers were not always called active
Dengue-2 NS5 capping – flavivirus cap methylation enzyme inhibition – biochemical, confirmation dose response, primary screen (AID 588689); Dengue-2 NS5 methyltransferase capping enzyme assay, biochemical; higher % means a stronger effect; one-dose inhibition, % at 25 µM; IC50 in µM for titrated hits; 340,000 compounds, 0.3% hits; in the data active = a potency from the dose series; inconclusive = inhibition above about 29% without an active follow-up result
AID2073 – inhibitors of Mint1-CaV2.2 protein interaction, biochemical, HTRF (AID 2073). HTRF protein-protein interaction, Mint1-CaV2.2; higher % means a stronger effect. inhibition, % at 20 µM; hits with a dose series show IC50 in µM. 290,000 compounds, 0.19% hits; in the data active = inhibition mostly above about 51%, no sharp cut-off; inconclusive = no clear call, values can overlap the other calls; inactive = mostly below about 53%; also: some results filed as inactive read as strong as hits
Rac1 GTP hydrolysis – MgcRacGAP GTPase-activating activity inhibitors, confirmation, biochemical, ADP Hunter fluorescence. AID 624330. 340,000 compounds, 0.6% hits. MgcRacGAP-stimulated Rac1 GTP hydrolysis, ADP Hunter fluorescence; higher % means a stronger effect; GST-tagged Rac1 F28L mutant substrate. one-dose inhibition, % at 30 µM; IC50 in µM for titrated hits;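 active = first-screen hits whose inhibition reached a set limit at any dose in the follow-up dose series; inconclusive = inhibition above the set first-screen limit but never retested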;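 also: fluorescence reports GDP produced by GAP-driven GTP hydrolysis; strong numbers were not always called active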
NTR1 ag – NTR1-driven beta-arrestin-GFP spot formation – imaging, U2OS cells, high content, primary screen (AID 493036) | P30989 | agonist mode | activation, % at 20 µM | 330,000 compounds, 0.17% hits;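 active = activation at or above 40% of the spot to cytoplasm intensity ratio, with at least 20 cells analyzed; inconclusive = wells under 20 cells, flagged as cytotoxic or low count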;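 also: 0% = DMSO without peptide and 100% = 100 nM NTR1 peptide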
Target sequence (P30989 whole entry, looked up): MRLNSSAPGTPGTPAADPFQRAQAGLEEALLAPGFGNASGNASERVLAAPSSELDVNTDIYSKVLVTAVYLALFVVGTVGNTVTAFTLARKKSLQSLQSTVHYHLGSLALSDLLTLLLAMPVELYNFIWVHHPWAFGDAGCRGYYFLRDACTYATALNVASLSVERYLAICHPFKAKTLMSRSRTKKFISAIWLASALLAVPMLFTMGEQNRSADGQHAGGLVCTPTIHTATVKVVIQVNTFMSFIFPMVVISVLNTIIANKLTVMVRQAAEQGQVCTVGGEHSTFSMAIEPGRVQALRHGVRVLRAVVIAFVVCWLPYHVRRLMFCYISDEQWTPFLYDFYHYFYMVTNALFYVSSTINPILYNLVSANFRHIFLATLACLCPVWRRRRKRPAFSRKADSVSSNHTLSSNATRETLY
SV40 large T antigen – SV40 large T antigen inhibitors, biochemical (AID 1903). SV40 large T antigen ATPase/helicase inhibition assay; higher % means a stronger effect. one-dose inhibition, % at 20 µM; IC50 in µM for titrated hits. 310,000 compounds, 0.39% hits; in the data active = a potency from the dose series; inconclusive = inhibition mostly from about 32% at the one dose, without a potency; inactive = the rest, 99 in 100 with inhibition below about 32%; also: strong numbers were not always called active
UTI89 phage lysis – protection from phage-mediated lysis, alamar blue read-out – E. coli UTI89, K1F phage, bacterial capsule biogenesis inhibitors (AID 488966); E. coli UTI89 K1F phage lysis, alamar blue, 2 h; higher % means a stronger effect; inhibition, % at 100 µM, or IC50 in µM where a hit was titrated; 340,000 compounds, 0.02% hits;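 active = phage lysis inhibition, versus mean bacterial control, above a set limit; inconclusive = no clear call, values can overlap the other calls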;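 also: capsule biogenesis inhibitors block K1F phage lysis so surviving cells raise fluorescence; higher fluorescence means more inhibition of phage lysis; actives were called in the ten point dose series up to 300 µM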
RSV antiviral HEp-2 – inhibition of RSV-induced cytopathic effect – HEp-2 cells, primary 10 µM value included (AID 2391); HEp-2 cells, RSV-induced CPE inhibition; higher % means a stronger effect; one-dose CPE inhibition, % at 10 µM; IC50 in µM for titrated hits; 310,000 compounds, 0.13% hits; in the data active = a potency from the dose series; inconclusive = CPE inhibition mostly from about 23% at the one dose, without a potency; inactive = the rest, 99 in 100 with CPE inhibition below about 21%; also: strong numbers were not always called active
NTR1 ag cell count 20 µM – recorded beside NTR1 ag, whose call it bears; cell count; measured here: cell count, cytotoxicity flag
Starred values were filed as active, the others as inactive; ? = inconclusive; / = no result given; [ ] = another dose, or the depositor's remark.

SMILES	SIAH1 antagonists	West Nile antiviral	Dengue-2 NS5 capping	AID2073	Rac1 GTP hydrolysis	NTR1 ag	NTR1 ag cell count 20 µM	SV40 large T antigen	UTI89 phage lysis	RSV antiviral HEp-2
CCOc1cccc2sc(N(CCN(CC)CC)C(=O)c3ccc(S(=O)(=O)N4CCCC4)cc3)nc12	1.6%	-0.2%	-7.7%	-4.9%	9.4%	0.8	47	4.9%	0.1%	0.8%
Cc1ccc2c([N+](=O)[O-])cccc2n1	-3.7%	0.7%	2.9%	4.0%	6.3%	0.0	53	7.4%	-0.8%	2.5%
O=C(c1c(Cl)nc2sccn12)N(C(=O)c1c(Cl)nc2sccn12)c1ccc(Cl)cn1	-3.8%	2.7%	-0.7%	6.5%	20.0%	2.8	50	6.0%	0.1%	1.6%
N#C/C(=C\c1ccccc1C(F)(F)F)C(=O)Nc1ccccc1	6.5%	0.0%	-8.2%	-5.8%	13.6%	-0.4	88	3.9%	0.0%	2.0%
C/C(=N\NC(=O)c1ccccc1C)c1ccc(N2CCOCC2)cc1	3.5%	0.1%	-1.6%	2.0%	13.1%	-1.3	49	-1.1%	2.7%	0.7%
Cc1sc2ncnc(Sc3nnnn3-c3ccc(Cl)cc3)c2c1C	-2.1%	?	-1.6%	8.4%	8.0%	5.8	68	6.0%	0.4%	-1.6%
CCc1ccc(/C=N/Nc2nn[nH]n2)cc1	24.3%	1.1%	2.2%	-6.0%	1.8%	-0.3	90	3.2%	0.2%	1.1%
NC(=O)C1CCC(NC(=O)OCc2ccccc2)CC1 (stereo unspecified)	4.0%	0.1%	-9.6%	20.0%	6.5%	0.2	55	-0.7%	0.2%	4.8%
CC1CCCCC1NC(=O)c1cccc(S(=O)(=O)N2CCN(Cc3ccccc3)CC2)c1 (stereo unspecified)	/	/	-5.9%	/	9.0%	0.9	65	12.9%	-0.5%	?
Cc1ccc(OCC(O)Cn2c(N3CCOCC3)nc3c2c(=O)[nH]c(=O)n3C)cc1 (stereo unspecified)	1.8%	0.1%	-2.0%	2.1%	7.3%	-0.9	38	13.4%	0.1%	0.2%
COC(=O)c1ccc(Cn2nc(-c3cc(C)ccc3C)ccc2=O)cc1	3.3%	-0.1%	0.0%	0.1%	15.5%	3.2	96	5.5%	-0.3%[50 µM]	1.9%
Cc1ccc(C)c(S(=O)(=O)N2C(=S)NC(=O)C2CC(C)C)c1 (stereo unspecified)	-1.7%	0.9%	0.0%	-1.0%	9.3%	1.5	76	0.3%	-0.1%	5.7%
O=S(=O)(c1ccc(Cl)cc1)N1CN(CC2CCCO2)c2nc3ccccc3nc21 (stereo unspecified)	0.0%	-0.1%	0.0%	-1.5%	18.0%	1.8	70	10.4%	0.2%	2.3%
O=C(O)CCCC(=O)Nc1ccc(S(=O)(=O)Nc2nccs2)cc1	2.1%	-0.1%	4.6%	19.6%	-0.4%	1.7	80	2.7%	2.2%[50 µM]	-0.2%
CCOC(=O)C1=C(C)N[C@@]2(O)c3ccccc3C(=O)[C@@]12O	-7.9%	1.1%	-5.6%	0.4%	8.6%	-1.9	53	-3.8%	3.8%	0.5%
CC(Oc1ccc(C(=O)c2ccc(F)cc2)cc1)C(=O)N1CCOCC1 (stereo unspecified)	/	/	0.7%	/	11.6%	0.1	60	3.0%	0.7%[50 µM]	3.7%
CC(C)(C)c1ccc(S(=O)(=O)CCc2ccccn2)cc1	-2.1%	-0.4%	0.0%	-9.0%	10.9%	-0.6	42	-0.8%	0.9%	0.8%
CCNS(=O)(=O)c1ccc(CCC(=O)NCc2ccc(C)cc2)cc1	4.4%	-0.7%	/	-5.8%	2.6%	-0.3	37	-4.2%	0.1%	0.6%
COc1ccc(C(=O)Nc2ccccc2N2CCOCC2)cc1[N+](=O)[O-]	-2.0%	-1.0%	0.7%	3.1%	10.9%	1.2	47	22.4%	2.7%	0.9%
O=C(CCN1CCCCCC1)Nc1ccccc1F	/	0.8%	-4.1%	/	6.0%	-0.1	52	11.7%	-0.6%	0.5%
O=C(Nc1ccccc1)c1ccc(F)c(S(=O)(=O)N2CCOCC2)c1	-3.0%	0.2%	-0.8%	-0.2%	1.9%	-0.7	78	12.2%	-0.4%	7.3%
COc1ccc(C2CC(c3cccs3)=NN2c2nc(C)c(C(C)=O)s2)cc1OC (stereo unspecified)	-0.8%	1.0%	-8.5%	5.3%	-12.5%	-0.3	88	9.6%	0.2%	/
Cc1ccc(OCc2nnc(SCC(=O)Nc3ncc(C)s3)o2)cc1	19.5%	-0.1%	-7.0%	1.7%	4.5%	-1.5	40	25.2%	0.1%	/
COc1cc(-c2nnc(-c3ccco3)o2)ccc1OCc1ccccc1	8.4%	1.6%	-3.2%	22.8%	15.1%	6.4	54	0.5%	0.1%	-1.5%
C/C(=N\Nc1ccccc1C)c1cccnc1	0.4%	-1.0%	-6.5%	-15.7%	/	1.4	50	-1.6%	-0.3%	4.3%
SMILES	SIAH1 antagonists	West Nile antiviral	Dengue-2 NS5 capping	AID2073	Rac1 GTP hydrolysis	NTR1 ag	NTR1 ag cell count 20 µM	SV40 large T antigen	UTI89 phage lysis	RSV antiviral HEp-2
COCCN(Cc1cc2cccc(C)c2[nH]c1=O)C(=O)c1ccccc1	-1.9%	-0.4%	0.0%	1.5%	-1.4%	-0.6	91	-1.7%	-0.1%	0.4%
Cc1ccc(S(=O)(=O)Cn2nnnc2C(C(C)C)N2CCN(C(=O)c3ccco3)CC2)cc1 (stereo unspecified)	/	0.0%	1.6%	/	8.3%	2.7	79	/	3.0%	3.8%
COc1ccc(/C=C/C(=O)O/N=C(\N)c2cccnc2)cc1OC	0.2%	0.0%	-6.2%	13.7%	9.7%	0.3	58	9.2%	0.1%	-0.8%
Cc1ncc(S(=O)(=O)c2ccc(Cl)cc2)c(-c2ccccc2)n1	-1.2%	-0.1%	-10.2%	0.6%	12.2%	2.0	52	1.6%	0.1%	/
C=CCn1c(CNc2ccccc2)nnc1SCC(=O)N/N=C/c1ccccc1O	0.4%	-0.2%	-4.1%	13.7%	4.0%	-0.6	48	1.9%	0.1%	-2.8%
NC(=O)c1cc(Cl)ccc1OCC(=O)N1CCCc2ccccc21	1.9%	-1.0%	-8.9%	3.3%	8.3%	2.0	53	6.9%	0.1%	9.3%
Cc1cc(C)c(NC(=O)CSc2nnc(-c3ccncc3)n2Cc2ccco2)c(Cl)c1	-6.9%	-1.0%	-5.2%	7.3%	12.2%	3.3	59	9.0%	-0.1%	-0.6%
O=C(Nc1c(C(=O)N2CCOCC2)cnn1-c1ccccc1)c1ccc(F)cc1	1.3%	0.2%	0.6%	-5.5%	5.2%	-0.6	41	-10.1%	-0.1%	0.7%
CC(NC(=O)c1cc(Br)ccc1Cl)c1ccccc1 (stereo unspecified)	3.1%	-0.5%	-6.4%	12.1%	9.1%	0.1	50	11.2%	-1.4%[50 µM]	-0.4%
O=c1ccnc(NCCc2ccccc2)[nH]1	-0.9%	-0.3%	7.5%	-5.6%	6.8%	-0.5	64	3.9%	0.4%	2.3%
Cc1ccc(OCc2ccc(C(=O)NCc3cccnc3)cc2)cc1C	15.8%	-1.0%	10.9%	-7.5%	-1.4%	-1.7	90	1.0%	-0.1%	6.3%
O=C(NC1CCCC1)[C@@H]1CSC2c3ccccc3C(=O)N21 (stereo partly specified)	-1.6%	-0.5%	2.6%	32.4%	-12.0%	-0.4	59	17.9%	-0.1%	0.9%
COc1ccc(S(=O)(=O)N2CCN(c3ncccn3)CC2)cc1OC	-3.3%	0.1%	1.2%	14.8%	15.9%	-1.1	47	-1.8%	1.2%	-0.5%
N#Cc1ccc(NC(=S)Nc2ccccc2)cc1	8.7%	-0.1%	-5.8%	4.7%	4.7%	-0.6	46	0.6%	-10.2%	4.9%
Cc1ccccc1CS(=O)(=O)CCC(=O)NCc1ccccn1	3.1%	0.2%	-8.3%	16.3%	-3.5%	0.1	51	18.0%	-0.8%	-0.3%
O=C(Nc1ccnn1C1CCN(C(=O)c2cccc(C(F)(F)F)c2)CC1)C1CC1	5.8%	-0.5%	-4.5%	6.2%	5.8%	3.6	48	16.3%	0.1%	0.5%

Structural class: those above containing a nitro group on carbon (2)
SMILES	SIAH1 antagonists	West Nile antiviral	Dengue-2 NS5 capping	AID2073	Rac1 GTP hydrolysis	NTR1 ag	NTR1 ag cell count 20 µM	SV40 large T antigen	UTI89 phage lysis	RSV antiviral HEp-2
Cc1ccc2c([N+](=O)[O-])cccc2n1	-3.7%	0.7%	2.9%	4.0%	6.3%	0.0	53	7.4%	-0.8%	2.5%
COc1ccc(C(=O)Nc2ccccc2N2CCOCC2)cc1[N+](=O)[O-]	-2.0%	-1.0%	0.7%	3.1%	10.9%	1.2	47	22.4%	2.7%	0.9%

Compounds shown so far that have a cyano group, in the order listed:
SMILES	SIAH1 antagonists	West Nile antiviral	Dengue-2 NS5 capping	AID2073	Rac1 GTP hydrolysis	NTR1 ag	NTR1 ag cell count 20 µM	SV40 large T antigen	UTI89 phage lysis	RSV antiviral HEp-2
N#C/C(=C\c1ccccc1C(F)(F)F)C(=O)Nc1ccccc1	6.5%	0.0%	-8.2%	-5.8%	13.6%	-0.4	88	3.9%	0.0%	2.0%
N#Cc1ccc(NC(=S)Nc2ccccc2)cc1	8.7%	-0.1%	-5.8%	4.7%	4.7%	-0.6	46	0.6%	-10.2%	4.9%

Compound activity as filed in PubChem.
